Bioassay records deposited in PubChem BioAssay by National Center for Advancing Translational Sciences (NCATS).
D1 ag – activates the human D1 dopamine receptor | P21728 | HEK293 T-REx D1 cells, calcium flux, agonist mode | activation, % at 2 µM | actives 1% (n = 360,000) | AID 504660; in the data active means activation above about 30%; further: 0% is about no effect
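Inducible HEK293 T-REx D1 cells, force-coupled to calcium signalling, were plated at 4000 cells/well with tetracycline and held overnight at 30 C. After no-wash calcium dye loading, compound-evoked calcium rise over 180 s flagged agonists.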
D1 antagonist – antagonists of human D1 dopamine receptor. activity change, negative = inhibition, % at 10 µM. HEK293 TREx D1 cells, calcium flux, dopamine EC80; hits give low values. actives 3.2% (n = 360,000). P21728; in the data active means activity change below about -30%; further: on the % scale 0 is the no-effect control and ±100 the full control effect
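HEK293 T-REx cells expressing inducible, force-coupled D1 receptor; no-wash Ca dye, 30–90 min RT. Cmpd → 180 s read at 1 Hz → EC80 DA → 180 s read.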
D1 PAM – human D1 dopamine receptor positive modulation. AID 504651. potentiation, % at 10 µM. HEK293 TREx D1 cells, calcium flux, dopamine EC20 potentiation. P21728. actives 0.036% (n = 360,000); in the data active means potentiation above about 30%; further: 0% is about no effect
D2 PAM – positive allosteric modulators of human D2 dopamine receptor; P14416; HEK293 T-REx D2, calcium flux, EC20 dopamine potentiation; potentiation, % at 10 µM; actives 0.34% (n = 340,000);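 active means potentiation over 3 SD above the plate norm, cut at about 30% in these data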; further: 0% is about no effect
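Primary screen. Calcium kinetics in induced HEK293 T-REx D2 cells: compound pre-addition 180 s, EC20 dopamine, 180 s more.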
RXFP1 antag – antagonists of human relaxin receptor RXFP1; HEK293-RXFP1, relaxin-stimulated cAMP HTRF, 30 min; hits give low values; AID 1259400; Q9HBX9; activity change, negative = inhibition, % at 57.5 µM; actives 0.59% (n = 350,000);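 active means activity change of -60% or lower, but not beyond a set lower limit; inconclusive means change between -60% and -40%, or beyond the set limit; inactive means change above -40%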; further: on the % scale 0 is the no-effect control and ±100 the full control effect
TRHR PAM – TRH receptor (human) allosteric enhancement | enhancement, % at 2 µM | AID 493056 | P34981 | actives 0.66% (n = 360,000) | TRHR cells, fluo-8 calcium fluorescence, EC20 TRH enhancement; in the data active means enhancement above about 30%; further: 0% is about no effect
Target sequence (P34981 whole entry, looked up): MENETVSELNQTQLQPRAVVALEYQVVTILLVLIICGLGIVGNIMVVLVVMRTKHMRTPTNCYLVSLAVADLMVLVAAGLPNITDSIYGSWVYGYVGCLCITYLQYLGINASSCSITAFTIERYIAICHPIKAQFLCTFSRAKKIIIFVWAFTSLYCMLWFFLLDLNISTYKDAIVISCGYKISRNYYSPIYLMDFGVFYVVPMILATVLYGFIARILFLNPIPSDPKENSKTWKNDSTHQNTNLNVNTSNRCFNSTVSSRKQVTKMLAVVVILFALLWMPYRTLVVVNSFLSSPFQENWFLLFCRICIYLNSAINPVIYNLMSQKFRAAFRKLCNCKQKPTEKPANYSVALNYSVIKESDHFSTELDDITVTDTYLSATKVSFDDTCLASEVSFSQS
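Enhancer read-out: after compound pinning and an initial kinetic agonist-mode read, an EC20 of TRH (10 nM final) was injected and fluo-8 calcium signal (Ex 480/Em 530) followed at 1 s/cycle for 100 cycles in TRHR-expressing cells.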
Anesthetic bind – candidate novel general anesthetic via apoferritin binding; P02791; apoferritin/1-aminoanthracene competitive binding, fluorescence; Potency, µM (series often up to 77.5 µM), for inactives: at the top dose activity change, negative = displacement, most hits filed as inhibitors; actives 0.074% (n = 350,000); AID 485281; further: potency means the concentration at half of the fitted maximal effect; on the % scale 0 is the no-effect control and ±100 the full control effect; nearly all actives have a fitted effect of over 20% in size
Target sequence (P02791 2-175 limits assumed): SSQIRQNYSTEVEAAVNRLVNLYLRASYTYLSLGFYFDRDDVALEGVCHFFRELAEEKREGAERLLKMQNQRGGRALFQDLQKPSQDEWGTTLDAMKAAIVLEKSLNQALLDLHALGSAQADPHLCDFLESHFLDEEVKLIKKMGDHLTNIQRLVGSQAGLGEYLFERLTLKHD
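10 uM apoferritin + 50% sat. 1-AMA, PBS; cpd 10 min RT; Ex380/Em535 endpoint; normalized to free probe vs complex; 4-param Hill fit; propofol titration as pos. ctrl.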
TRHR agonist – agonists of human TRH receptor; P34981; TRHR cells, calcium flux fluo-8, FDSS agonist mode; activation, % at 2 µM; actives 0.18% (n = 360,000); AID 493084; in the data active means activation above about 30%; further: 0% is about no effect
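Agonist-mode FDSS calcium read (Ex 480/Em 530, 1 s cycles) in 1536-well TRHR cells with fluo-8 dye, after 10-cycle baseline and 23 nL compound addition; TRH at EC20 (10 nM final) added afterwards for the enhancer phase.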
RXFP1 ag – agonists of human relaxin receptor RXFP1 | Potency, µM (highest dose often 57.5 µM), without a hit: at the highest dose activation, most hits filed as activators | actives 0.3% (n = 370,000) | HEK293T-RXFP1 cAMP TR-FRET, 30 min; response scale: percent of porcine relaxin response, buffer zero | AID 2676; further: potency means the concentration at half of the fitted maximal effect; on the % scale 0 is the no-effect control and ±100 the full control effect; nearly all actives have a fitted effect of over 60% in size; many of its hits are not listed in these tables
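HEK293 cells stably expressing RXFP1, treated 30 min at 37C with compounds plus PDE4 inhibitor Ro 20174; cAMP measured by HTRF TR-FRET. Normalized to buffer and 29 nM porcine relaxin; EC50 by Hill fit.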
An asterisk follows results filed as active; ? = inconclusive; nt = not tested or not shown; [ ] = remark or other dose. Unless noted, the call rests on the fitted dose curve; in most records, active means well fitted curve in the direction sought with a large enough effect; inconclusive means small, poorly fitted or top-dose-only effect, or another doubt; inactive means no such curve, though single readings can be large; an effect the other way counts as inactive or inconclusive. These rows are one share of the data; rates above refer to the full screens.

entry	mol	D1 ag	D1 antagonist	D1 PAM	D2 PAM	RXFP1 antag
1	CCOC(=O)c1[nH]c2cc3c(cc2c1NC(=O)CN1CC(C)CC(C)C1)OCO3 (configuration not stated)	1	5	-1	-11	-23
2	COc1cccc(NC(=O)CSc2ccc(-c3ccco3)nn2)c1	4	-19	-4	-2	-11
3	COc1ccc(CCNC(=O)CN(C)S(=O)(=O)c2ccc(OC)cc2)cc1	0	-7	3	1	-1
4	O=C(COc1ccc(/C=N/NS(=O)(=O)c2ccccc2)cc1)Nc1ccccc1	3	2	3	3	nt
5	O=C(CN1CCN(c2ccccc2O)CC1)Nc1cc(S(=O)(=O)N2CCCC2)ccc1Cl	3	-12	-1	-5	2
6	C/C(N)=C(/C#N)C(=O)COC(=O)CC12CC3CC(CC(C3)C1)C2	0	nt	0	-5	2
7	OCCOCCNc1ncnc2c1c(-c1ccccc1)cn2-c1ccccc1	0	0	1	6	-3
8	CSc1cccc(NC(=O)CN(C)S(=O)(=O)c2ccccc2)c1	2	-5	-8	-1	-14
9	Cn1c(=O)n(Cc2ccccc2)c(=O)c2c1nc1n2CCN1Cc1ccco1	-2	-21	-6	2	0
10	COc1ccc(CNC(=O)CSc2ncc3c(n2)-c2cc(Cl)ccc2N(C)S3(=O)=O)cc1	4	-10	7	-3	-5
11	C/C(=N\NC(=O)COc1ccc(C#N)cc1)c1ccc(N2CCOCC2)cc1	2	-11	-5	3	-7
12	COc1ccc(S(=O)(=O)NC(C)C(=O)N2CCCC2)cc1C (configuration not stated)	0	-12	-5	-11	6
13	Cc1cc(C)nc(NC(=O)CCN2C(=O)c3ccccc3S2(=O)=O)n1	1	24	0	17	-5
14	Cc1ccc(Cn2ccc(NC(=O)c3cc(-c4ccc(Cl)cc4)on3)n2)cc1	1	2	0	11	-1
15	CCOC(=O)c1sc(NC(=O)c2nc3ncccn3n2)c(C(=O)OC)c1C	0	-14	3	-11	3

entry	TRHR PAM	Anesthetic bind	TRHR agonist	RXFP1 ag
1	-10	-7%	-0.5	2.2%
2	-3	-18%	-0.3	4.6%
3	7	-4%	0.0	0.1%
4	9	-9%	-0.1	-1.4%
5	3	nt	0.7	0.9%
6	2	18µM*	0.9	2.0%
7	2	-10%	0.4	4.4%
8	7	-4%	-1.1	3.9%
9	5	-9%	0.0	3.1%
10	-2	-12%	-0.3	5.7%
11	1	-14%	-0.6	1.9%
12	-6	0%	0.6	3.0%
13	-1	nt	0.1	-0.4%
14	2	-12%	0.1	1.2%
15	-6	9%	-0.3	1.5%

Whole records, looked up by structure. Screens in order: D1 ag	D1 antagonist	D1 PAM	D2 PAM	RXFP1 antag	TRHR PAM	Anesthetic bind	TRHR agonist	RXFP1 ag
Cc1ccc(Cn2ccc(NC(=O)c3cc(-c4ccc(Cl)cc4)on3)n2)cc1 is listed with 1	2	0	11	-1	2	-12%	0.1	1.2%
OCCOCCNc1ncnc2c1c(-c1ccccc1)cn2-c1ccccc1 is listed with 0	0	1	6	-3	2	-10%	0.4	4.4%
Cn1c(=O)n(Cc2ccccc2)c(=O)c2c1nc1n2CCN1Cc1ccco1 is listed with -2	-21	-6	2	0	5	-9%	0.0	3.1%
Cc1cc(C)nc(NC(=O)CCN2C(=O)c3ccccc3S2(=O)=O)n1 is listed with 1	24	0	17	-5	-1	nt	0.1	-0.4%

Further structures:
entry	mol	D1 ag	D1 antagonist	D1 PAM	D2 PAM	RXFP1 antag
16	O=C(C1CC1)N1CCc2cc(Br)cc(S(=O)(=O)N3CCN(c4cccc(C(F)(F)F)c4)CC3)c21	0	2	-1	8	nt
17	O=c1cc(-c2ccccc2)nc(N2CCN(Cc3ccccc3)CC2)[nH]1	-2	21	2	-18	-14
18	Cc1ccc(S(=O)(=O)N(CC(=O)Nc2ccc(C(N)=O)cc2)C(=O)N2CCN(C)CC2)cc1	2	-13	-7	-11	-3
19	COc1ccc(CNC2CCSc3ccccc32)cc1OC (configuration not stated)	2	-32*	-3	4	-16
20	Oc1cccc(CN2CCCCC2)c1	3	-14	-8	-13	-1
21	O=C(NCCO)c1ccc2[nH]c3c(c2c1)CCCC3	3	-4	-6	-6	4
22	Cc1nn(C)c2c1c(C(F)(F)F)cc(=O)n2C(C)C(=O)NCc1ccc(Cl)cc1 (configuration not stated)	4	17	-5	-11	nt
23	Cn1c(=O)c2sccc2n2c(CCC(=O)N3CCN(c4ccc(F)cc4)CC3)nnc12	-2	-2	1	6	nt
24	O=C(CC(C(=O)O)c1c(F)cccc1Cl)c1ccc(Cl)cc1 (configuration not stated)	1	-18	-2	4	-8
25	Brc1ccc(/C=N/Nc2ccccc2)cc1	-2	-4	5	-2	-3
26	COc1ccc(OC(=O)c2cn(C)nc2C(F)(F)F)cc1	0	11	-2	6	0
27	Cc1ncc([N+](=O)[O-])n1Cc1cccc2ccccc12	14	-16	-4	8	-10
28	Cc1[nH][nH]c(=O)c1C=NCc1cccc(C(F)(F)F)c1	2	-5	2	-1	3
29	C/C(CC(=O)Nc1ccccc1Cl)=N\NC(=O)C(=O)NCCO	1	16	1	-25	0
30	COc1ccc(CCNC(=O)c2[nH]c(C)c(C(C)=O)c2C)cc1	2	-10	-6	-7	-2

entry	TRHR PAM	Anesthetic bind	TRHR agonist	RXFP1 ag
16	-5	-11%	0.3	-3.5%
17	6	3%	0.3	-1.2%
18	4	nt	0.0	2.0%
19	-26	-7%	-0.4	-0.2%
20	1	5%	0.7	2.5%
21	-4	-4%	0.1	-0.9%
22	-6	1%	-0.1	0.4%
23	10	72%[activator]	-1.5	?
24	-1	4%	-0.8	-4.2%
25	1	-14%	0.7	6.9%
26	-1	-13%	-0.5	-3.3%
27	6	?	-0.5	2.7%
28	-8	-6%	0.4	0.4%
29	12	-11%	-0.2	1.6%
30	2	-19%	-0.3	1.1%

Additional structures follow.
entry	mol	D1 ag	D1 antagonist	D1 PAM	D2 PAM	RXFP1 antag
31	CCN(CC)CCN(C(=O)c1ccccc1OC)c1nc2ccc(F)cc2s1	2	-6	-4	-20	-7
32	CCOc1ccc(NC(=S)NC(=O)Cc2ccccc2)cc1	8	-17	1	1	-18
33	O=C(O)Cn1cc(/C=C2/SC(=O)N(CC(=O)N3CCCCCC3)C2=O)c2ccccc21	1	-15	-5	-14	-25
34	CC1CCN(c2nc3nonc3nc2Nc2ccc(F)cc2)CC1	0	2	-1	3	-27
35	O=C(NCc1cc(C(F)(F)F)cc(C(F)(F)F)c1)C1CC(c2ccccc2C(F)(F)F)=NO1 (configuration not stated)	14	-14	-7	11	nt
36	COc1ccc(N2C(N)=C(C#N)C(c3cccnc3)C3=C2CC(C)(C)CC3=O)cc1 (configuration not stated)	4	3	-4	-3	-1
37	COC(=O)c1ccc(NC(=O)CCN2CCN(c3ccccc3)CC2)cc1	4	0	-7	-8	7
38	CN(C)CCCNC(=O)c1ccc(Cl)c(S(=O)(=O)N2CCCCCC2)c1	7	14	nt	8	-3
39	Cc1cc(C)n2nc(SCc3ccccc3F)nc2n1	1	-3	-1	-3	-1
40	CC1(C)CC(=O)C2=C(C1)N(c1ccc(F)cc1)C(=O)NC2(C(F)(F)F)C(F)(F)F	1	-1	8	-19	2
41	CCC(C)c1ccc(NC(=O)Nc2cnccn2)cc1 (configuration not stated)	2	8	1	8	-6
42	COC(=O)CCNC(=O)N1CCN(c2nnc(C)c3c(C)n(-c4ccc(Cl)cc4)nc23)CC1	1	1	-6	-9	4
43	COc1ccc2oc(C(=O)OC(C)C(=O)N3CCC(C)CC3)c(C)c2c1 (configuration not stated)	3	-10	0	-18	3
44	Cc1cccc(CSc2nnc([C@@H]3CCCN3)o2)c1	1	54	-1	16	-9
45	COc1ccc(NC(=O)C2CCN(S(=O)(=O)c3ccc(Br)s3)CC2)cc1OC	2	-20	-11	1	-8

entry	TRHR PAM	Anesthetic bind	TRHR agonist	RXFP1 ag
31	-7	-16%	0.7	0.7%
32	-9	-8%	0.7	-0.5%
33	-5	-2%	0.6	0.3%
34	-6	-23%	0.1	-0.4%
35	-19	nt	1.4	0.4%
36	1	-1%	-0.2	-0.3%
37	5	-14%	-0.3	2.9%
38	8	nt	0.4	0.9%
39	-11	-11%	-0.3	1.8%
40	-6	-11%	-0.2	3.5%
41	-1	-24%	0.0	-1.1%
42	3	-5%	0.0	3.2%
43	2	nt	-1.5	-0.2%
44	0	-11%	-0.5	-2.6%
45	2	-12%	-0.7	0.3%

Later entries.
entry	mol	D1 ag	D1 antagonist	D1 PAM	D2 PAM	RXFP1 antag
46	CN(Cc1ccccc1)C(=O)COc1cccnc1[N+](=O)[O-]	3	-9	-2	5	-4
47	Cc1cc(-c2ccc(Cl)cc2)c2cnn(C(C)C)c2n1	1	-9	-3	-6	-27
48	COc1ccc(NC(=O)CN2C(=O)COc3ccc(S(=O)(=O)Nc4ccccc4)cc32)cc1OC	1	-15	2	-3	3
49	O=C(CN1c2cccc3cccc(c23)S1(=O)=O)Nc1ccccc1F	4	-2	-5	3	0

entry	TRHR PAM	Anesthetic bind	TRHR agonist	RXFP1 ag
46	-7	-6%	0.0	2.0%
47	-2	-2%	0.2	1.0%
48	3	-5%	-0.1	-0.3%
49	-2	5%	0.9	6.5%
